EPAC2 ag – qHTS for Agonist of cAMP-regulated guanine nucleotide exchange factor 4 (EPAC2): primary screen | Rap guanine nucleotide exchange factor 4 (Homo sapiens), Q8WZA2 | EPAC2 activation, biochemical qHTS; response scale: 100% = 6.5 mM cAMP response | AID 720711, 2013 | hit rate 0.079% among 360,000 | Potency, µM (titrated, usually from 154 µM), for the others: at the top dose activation, most hits filed as activators; also: potency is read from the fitted curve at half-maximal effect; nearly all actives have a fitted effect of over 50% in size
Target sequence (Q8WZA2 whole entry, looked up): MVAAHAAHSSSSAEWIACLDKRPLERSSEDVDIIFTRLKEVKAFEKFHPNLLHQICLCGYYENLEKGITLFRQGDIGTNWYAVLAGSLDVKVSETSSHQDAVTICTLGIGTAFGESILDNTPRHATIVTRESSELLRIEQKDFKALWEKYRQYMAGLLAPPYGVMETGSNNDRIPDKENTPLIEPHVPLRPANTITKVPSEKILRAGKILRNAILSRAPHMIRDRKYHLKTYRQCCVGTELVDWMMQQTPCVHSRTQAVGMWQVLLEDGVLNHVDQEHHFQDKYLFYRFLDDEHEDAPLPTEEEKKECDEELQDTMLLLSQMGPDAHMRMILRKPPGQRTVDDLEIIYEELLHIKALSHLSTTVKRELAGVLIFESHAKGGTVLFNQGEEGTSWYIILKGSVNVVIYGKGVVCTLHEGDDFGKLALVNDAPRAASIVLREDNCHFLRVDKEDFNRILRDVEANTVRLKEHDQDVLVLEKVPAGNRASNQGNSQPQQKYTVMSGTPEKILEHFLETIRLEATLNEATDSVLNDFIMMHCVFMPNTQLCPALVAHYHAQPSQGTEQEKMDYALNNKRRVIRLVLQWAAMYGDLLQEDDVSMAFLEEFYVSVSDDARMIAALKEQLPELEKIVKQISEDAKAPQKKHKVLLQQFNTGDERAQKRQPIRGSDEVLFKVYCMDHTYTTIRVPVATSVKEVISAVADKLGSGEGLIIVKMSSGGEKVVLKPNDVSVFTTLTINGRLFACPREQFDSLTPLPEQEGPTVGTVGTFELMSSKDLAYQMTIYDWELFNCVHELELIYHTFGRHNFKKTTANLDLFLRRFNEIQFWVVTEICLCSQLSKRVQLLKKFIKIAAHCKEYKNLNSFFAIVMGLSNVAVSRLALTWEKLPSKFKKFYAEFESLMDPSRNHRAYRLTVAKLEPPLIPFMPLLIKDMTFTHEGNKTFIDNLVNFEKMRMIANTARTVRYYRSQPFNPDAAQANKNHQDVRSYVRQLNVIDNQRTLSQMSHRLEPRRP
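Guanine nucleotide exchange by EPAC2 is measured as reduced fluorescence of BODIPY-GDP once it is released from 250 nM Rap1B. Plates are read kinetically for 30 min at room temperature; results are scaled to 6.5 mM cAMP.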
EPAC2 antag – qHTS for Antagonist of cAMP-regulated guanine nucleotide exchange factor 2 (EPAC2): primary screen | Rap guanine nucleotide exchange factor 4 (Homo sapiens), Q8WZA2 | EPAC2 GEF exchange of Rap1B-BODIPY-GDP, fluorescence | Potency, µM (highest dose often 114 µM), for inactives: at the highest dose activity, negative = inhibition, hits mostly inhibitors | hit rate 0.18% among 360,000; also: potency is read from the fitted curve at half-maximal effect; % is scaled to controls: 0 for no effect and ±100 for the full control effect; nearly all actives have a fitted effect of over 45% in size; many of its hits are not listed in these tables
DRD3 antagonist – qHTS of D3 Dopamine Receptor Antagonist: qHTS; D(3) dopamine receptor (Homo sapiens), P35462; D3R cells, DiscoveRx beta-arrestin luminescence, antagonist mode; active compounds read low; max response, negative = inhibition, %; hit rate 2.5% among 360,000; AID 652054, 2013; in the data active = max response below about -50%; inconclusive = no clear call, values can overlap the other calls; also: % is scaled to controls: 0 for no effect and ±100 for the full control effect; mostly tested at two doses, the higher about 12 µM
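Cells plated overnight at 1500 cells/well, then exposed to library compounds with dopamine controls for 90 minutes at 37 degrees C. DiscoveRx reagent added for 30–60 minutes at room temperature; luminescence read, quantitative HTS format.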
FUS suppressor – qHTS for Suppressors of FUS Proteinopathy: Primary screen using FUS-linked yeast assay | S. cerevisiae FUS-expressing, growth rescue, OD600, 24 h | Potency, µM (top dose mostly 76.6 µM), for inactives: at the highest dose growth rescue (activation), hits mostly activators | hit rate 0.24% among 390,000 | AID 1347120, 2019;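 also: potency is read from the fitted curve at half-maximal effect; plate controls were DMSO vehicle for no effect and reference control for full effect; nearly all actives have a fitted effect of over 55% in size; some results filed as inactive show a strong effect at the top dose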
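Restored growth of FUS-toxic S. cerevisiae, read as 600 nm absorbance after 24 h at 30C in galactose medium (starting OD 0.005). Controls CP55940 and DMSO.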
Abeta rescue – qHTS for compounds that reverse cellular toxicity of Amyloid beta (A-beta) peptide in yeast: Primary Screen. AID 1347071, 2019. yeast expressing A-beta42, growth rescue, OD600, 48 h; response scale: 0% DMSO, 100% iron-clioquinol control. hit rate 0.063% among 410,000. Potency, µM (highest dose often 46.1 µM), without a hit: at the top dose growth rescue, most hits filed as activators; also: potency is read from the fitted curve at half-maximal effect; nearly all actives have a fitted effect of over 55% in size
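Growth rescue measured by 600 nm absorbance after 48 h yeast culture at 30 C with compound. Values normalized between DMSO and an equimolar ferric chloride plus clioquinol control.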
TDP43 rescue – qHTS of TDP-43 Inhibitors | TDP-43 expressing yeast growth rescue, BacTiter-Glo, 24 h | Potency, µM (titrated, usually from 46.1 µM), for inactives: at the top dose growth rescue (activation), most hits filed as activators | hit rate 1.8% among 410,000 | AID 652104, 2013; also: potency is read from the fitted curve at half-maximal effect; % of control where 0% means no effect; nearly all actives have a fitted effect of over 50% in size
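In this qHTS, compounds that restore growth of yeast expressing TDP-43 appear as activators. Cells (OD600=0.02, galactose medium, raffinose-pregrown) are incubated with compound 24 hr at 30 deg C and growth is quantified by BacTiter-Glo.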
D3 ag – qHTS of D3 Dopamine Receptor Agonist: qHTS; D(3) dopamine receptor (Homo sapiens), P35462; D3R DiscoveRx beta-arrestin cells, luminescence, 90 min; max activation, %; hit rate 0.58% among 410,000; AID 652048, 2013; in the data active = max activation above about 30%; also: 0% is about no effect; mostly tested at two doses, the higher about 12 µM
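Agonist-mode cell screen: cells plated at 1500/well and incubated overnight at 37 °C, then exposed to library compounds for 90 min at 37 °C. Detection reagent was added for 30–60 min at room temperature, and luminescence was read.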
aSyn yeast inh – qHTS of alpha-syn Inhibitors; Yeast expressing alpha-synuclein, growth rescue, BacTiter-Glo, 24 h; Potency, µM (doses to about 46.1 µM), for inactives: at the highest dose growth rescue (activation), usual class: activators; hit rate 0.14% among 370,000; also: potency is read from the fitted curve at half-maximal effect; % of control where 0% means no effect; nearly all actives have a fitted effect of over 65% in size
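Galactose-induced alpha-syn yeast (OD600=0.02, raffinose-pregrown) + pinned cpd, 24 hr, 30 deg C; growth by BacTiter-Glo luminescence. Growth restoration scores as activation.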
* = called active by the depositor; ? = inconclusive; / = not tested or not shown; & = joins results of further samples; [ ] = dose if it differs, or a comment. Unless noted, calls follow the shape of the dose curve; as a rule, active = well fitted curve in the direction sought with a large enough effect; inconclusive = small, poorly fitted or top-dose-only effect, or another doubt; inactive = no such curve, though single readings can be large; an effect the other way counts as inactive or inconclusive. This is a subset. The share of hits here may be higher or lower than overall.

SMILES,EPAC2 ag,EPAC2 antag,DRD3 antagonist,FUS suppressor,Abeta rescue,TDP43 rescue,D3 ag,aSyn yeast inh
COc1ccccc1-c1c(C)oc2c(CN3CCCCC3C)c(O)ccc2c1=O (stereo not given),11%,5%,-23,12%,-4%,6%,4,-1%
O=[N+]([O-])c1nccn1CC(O)CO (stereo not given),8%,9%,24,-14%,-20%,13%,9,-5%
CNC(=S)NNC(=O)Cc1ccccc1,4%,-6%[57.1 µM],12,3%,-4%,-5%,-6,-9%
O=C1OCc2ccc(NC(=O)c3c(F)cccc3Cl)cc21,-3%,0%,6,3%,1%,3%,-16,7%
c1coc(-c2cc3nc(NC4CCCCC4)ccn3n2)c1,7%,6%,8,5%,6%,?,-3,-2%
COc1ccccc1N1CCN(S(=O)(=O)c2c(C)sc3ncn(CC(=O)Nc4ccc(C(C)C)cc4)c(=O)c23)CC1,/,/,/,-16%,-28%,0%,-6,/
COc1ccc2nc(C)cc(SCC(=O)N/N=C/c3ccc(O)cc3O)c2c1,-1%,5%,38,18%,-28%,17%,3,2%
CC(=O)S[C@@H]1CC2=CC(=O)CC[C@]2(C)[C@H]2CC[C@@]3(C)[C@@H](CC[C@@]34CCC(=O)O4)[C@H]12,8%,-13%,17,6%,-5%,0%,20&6,-1%
Cc1ccc(NC(=O)COC(=O)/C(=C/c2cccs2)c2cccs2)cc1S(=O)(=O)N(C)C,11%,3%,0,/,6%,-13%,-13,2%
CCOC(CNC(=O)CN1C(=O)COc2ccc(S(=O)(=O)N3CC(C)CC(C)C3)cc21)OCC (stereo not given),2%,4%,4,22%,-2%,6%,1,-3%
CCC(=O)c1ccc(N2CCOCC2)c(F)c1,6%,-4%,0,5%,-10%,0%,-6,0%
CCc1nnc(NS(=O)(=O)c2ccc(NC(=O)/C=C/c3ccc(F)cc3)cc2)s1,4%,-15%,12,11%,-4%,16%,-21,2%
Cc1cccnc1NC(=O)c1ccccc1-c1ccccc1C(=O)Nc1ncccc1C,2%,11%,-17,/,11%,16%,8,-7%
O=C(COC(=O)c1ccccc1Br)Nc1nnc(-c2ccccc2)o1,-3%,-4%,4,7%,?,22µM*,1,?
Clc1ccc(-c2cc(C3CCNCC3)[nH]n2)cc1,4%,1%,-1,10%,-7%,-20%,8,0%
O=c1c2ccccc2cnn1Cc1n[nH]c(=S)n1-c1ccccc1,3%,1%,-17,/,18%,6%,-4,1%
COc1ccc(/C=N/N2CCN(c3ccncc3S(=O)(=O)N3CCCCC3)CC2)cc1,-55%[inhibitor],-2%,1,-7%,-4%,6%,8,7%
CCOc1cc(-c2cc(N)n[nH]2)cc(OCC)c1OCC,10%,6%,1,11%,-8%,?,1,-2%
COc1ccc(C(=O)COC(=O)c2ccc3c(c2)NC(=O)CS3)c(OC)c1,10%,-11%,28,37%,-12%,0%,3,-4%
O=C(Nc1nncs1)C1CC(=O)N(CCc2ccc(F)cc2)C1 (stereo not given),7%,2%,9,10%,6%,-1%,5,-1%
C=CCn1c(SCCN)nnc1-c1cccc(S(=O)(=O)N2CCOCC2)c1,0%,9%,0,/,2%,15%,0,-7%
Cc1ccn(CC(=O)N2CCCC(N3CCN(c4ccc(F)cc4)CC3)C2)n1 (stereo not given),6%,0%,-1,-12%,9%,6%,1,0%
CCOC(=O)C1(Cc2ccccc2)CCN(Cc2ccon2)CC1,5%,-22%,-7,-8%,-6%,-7%,2,-11%
CCOC(=O)C1=C(CC)OC(N)=C(C#N)C1c1ccc(F)cc1F (stereo not given),17%,?,-3,34%,-4%,-19%,1,?
Cc1nn(Cc2cccc(C(=O)NC3CCCCC3)c2)c(C)c1Cl,11%,-12%[57.1 µM],-51*,20%,-28%,?,-1,10%
COc1cccc(C(=O)NCC(=O)OCC(=O)NC2CCCCC2)c1,6%,-1%,5,/,-4%,-1%,-6,-7%
Brc1ccc(-c2ncc3ccccn23)cc1,1%,8%,6,-23%,7%,-2%,6,2%
COc1ccccc1C(=O)N/C(=C\c1ccccc1)C(=O)NC(C)C(=O)O (stereo not given),6%,2%,-8,12%,12%,-1%[0.397 µM],13,0%
O=C(c1ccc(SCc2ccco2)c([N+](=O)[O-])c1)N1CCOCC1,7%,-4%,-7,-4%,-16%,3%[9.22 µM],-14,-2%
COc1cccc(C(=O)NCc2n[nH]c(=S)n2-c2cccc(C)c2)c1,8%,-6%,-7,-11%,23%,-2%,-3,-5%
Cc1ccc(-c2nn(C(C)(C)C)c3ncnc(NS(=O)(=O)c4ccc([N+](=O)[O-])cc4)c23)cc1,6%,-6%,6,17%,18%,3%,8,1%
C/C=C/c1ccc(OCCN2C(=O)NC(C)(C)C2=O)c(OC)c1,10%,-2%,-10,-9%,-12%,-25%,-12,-5%
NC(=O)c1cc(-c2ccccc2)nc(Oc2ccccc2)n1,-5%,-19%,-3,19%,-21%,?,2,0%
O=C(NN=C(Cc1ccccc1)Cc1ccccc1)c1ccncc1,14%,9%,-10,12%,-7%,-3%,3,-5%
Cc1cc(C)c(S(=O)(=O)NCC(c2ccc(N(C)C)cc2)N2CCc3ccccc32)c(C)c1 (stereo not given),/,/,/,?,1%,-12%[9.22 µM],-21,/
CCN(CC)S(=O)(=O)c1ccc(Cl)c(C(=O)Nc2cc(C)nn2-c2ccccc2)c1,3%,-16%,-4,?,12%,-20%,0,-2%
CC(=O)NC(c1cccc(F)c1)c1nc(-c2cc(F)cc(Cl)c2)cs1 (stereo not given),3%,?,1,-5%,19%,22%,-19,1%
COc1ccc(C(CNC(=O)c2oc3ccc(OC)cc3c2C)N2CCCC2)cc1 (stereo not given),10%,12%,-19,52%,1%,-24%,-28,-2%
CCOc1ccc(OCCSc2nnnn2C2CCCCC2)cc1,8%,-5%,-13,18%,-7%,?,2,5%
O=C(c1ccc2nc(-c3ccccc3)c(-c3ccccc3)nc2c1)N1CCCCC1,6%,-15%,10,37%,7%,35µM*,-7,-1%
COc1cc2ccccc2cc1C(=O)NCCCN1CCOCC1,2%,8%,0,5%,-1%,-13%,-2,3%
CCCc1ccc(-c2csc(NC(=O)Cc3cccs3)n2)cc1,-1%,-4%,21,24%,-10%,12%,10,1%
Cc1c(C(=O)OCc2nc3scc(-c4ccccc4)c3c(=O)[nH]2)cccc1[N+](=O)[O-],6%,-3%,14,8%,-6%,6%,10,5%
COc1ccc(-c2cncc3nccn23)cc1OC,-2%,16%,1,-4%,-5%,0%,7,-1%
O=c1/c(=C/c2ccc([N+](=O)[O-])cc2)sc2n1CCCN=2,9%,8%,3,-3%,-17%,3%,3,2%
O=C(OCc1ccccc1)N1CCC2CC1c1ccc(-c3cccc(F)c3)cc12 (stereo not given),9%,-22%,-10,5%,-9%,12%,3,2%
c1ccc(COc2cccc(CNn3cnnc3)c2)cc1,10%,2%,-21,1%,-17%,-20%,-11,0%
CCOC(=O)c1oc2ccc(/C=N/O)c(Cl)c2c1C,3%,-6%,8,12%,-23%,?,11,13%
O=C(Nc1ccc(F)cc1F)c1noc2c1CCc1ccccc1-2,/,/,/,-26%,3%,?,-6,/
CCc1nnc(NS(=O)(=O)c2ccc(NC(=S)NC(=O)c3ccccc3)cc2)s1,9%,-2%,-29,/,-8%,10%,1,0%
Cc1ccc(Cl)cc1N1CCN(C(=O)c2sc3nc4n(c(=O)c3c2C)CCC4)CC1,/,/,/,-24%,-20%,17%,1,/
CN1C[C@H]2CON(C)[C@H]2C[C@H]1c1cccc(N2CCOCC2)c1,6%,10%,0,-14%,-32%,-17%,-21,-1%
C=CCn1c(SCC(=O)NCc2ccco2)nnc1C1CCCCC1,2%,5%,3,2%,13%,15%,1,4%
CC1CSc2ccccc2NC1=S (stereo not given),12%,-1%,-11,19%,30%,0%,-1,0%
COc1cccc(C(NC(C)=O)c2nc(-c3ccncc3)cs2)c1 (stereo not given),13%,-13%,0,-25%,-4%,8%,-2,-7%
Cc1ccccc1NC(=O)NNC(=O)COc1ccc2ccccc2c1,0%,9%,-21,/,-10%,5%,-16,-6%

Additional entries follow:
SMILES,EPAC2 ag,EPAC2 antag,DRD3 antagonist,FUS suppressor,Abeta rescue,TDP43 rescue,D3 ag,aSyn yeast inh
CCC(C)(C)NC(=O)/C=C/c1cc(OC)c(OC)c(S(=O)(=O)N2CCc3ccccc32)c1,0%,7%,-1,-8%,-2%,1%,-5,-3%
COc1ccccc1N1CCN(C(=O)c2ccc(S(=O)(=O)N3CCCCC3)cc2)CC1,1%,14%,18,13%,10%,11%,-3,0%
Cc1ccc([N+](=O)[O-])cc1NC(=O)CN1CCC(C)CC1,-1%,-2%,-84*,12%,-1%,-10%,-12,-5%
C=CCOC(=O)C1=C[C@@H](c2csc3ccccc23)C[C@@H](OCc2ccc(CO)cc2)O1,13%,-12%,28,?,1%,?,-24,?

Random excerpt: three entries already listed.
SMILES,EPAC2 ag,EPAC2 antag,DRD3 antagonist,FUS suppressor,Abeta rescue,TDP43 rescue,D3 ag,aSyn yeast inh
CCC(C)(C)NC(=O)/C=C/c1cc(OC)c(OC)c(S(=O)(=O)N2CCc3ccccc32)c1,0%,7%,-1,-8%,-2%,1%,-5,-3%
COc1ccccc1N1CCN(C(=O)c2ccc(S(=O)(=O)N3CCCCC3)cc2)CC1,1%,14%,18,13%,10%,11%,-3,0%
Cc1ccc([N+](=O)[O-])cc1NC(=O)CN1CCC(C)CC1,-1%,-2%,-84*,12%,-1%,-10%,-12,-5%

Screening data as filed in PubChem BioAssay.
